Screening results from PubChem.
Y pestis TopoI – Yersinia pestis topoisomerase I inhibitors, primary screen, biochemical, cleavage product accumulation, plate reader, single point. DNA topoisomerase I (Yersinia pestis CO92). Y. pestis Topo-I cleavage product accumulation. activity, % at 10 µM. 0.064% of 360,000 active; in the data active = activity above about 50%, passing the limit was not always enough; inconclusive = no clear call, values can overlap the other calls; note: inactives centre near 2
PfHsp40 rescue – rescue of yeast from PfHsp40 toxicity, primary screen, S. cerevisiae, ATP luminescence; S. cerevisiae expressing PfHsp40, growth rescue; growth rescue, % at 12.5 µM; 0.68% of 340,000 active; in the data active = growth rescue above about 28%, passing the limit was not always enough; inconclusive = no clear call, values can overlap the other calls;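 note: yeast W303a lacking pdr1 and pdr3 grown in galactose medium; growth measured after three days at 30 °C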
BoNT-F LC inh – BoNT/F light chain protease inhibitors, primary screen, biochemical, flow cytometry, MLPCN library. 0.22% of 360,000 active. inhibition, % at 10 µM. Botulinum neurotoxin type F light chain protease (Clostridium botulinum). Multiplex microsphere protease cleavage assay; in the data active = inhibition above about 35%, passing the limit was not always enough; inconclusive = no clear call, values can overlap the other calls; note: plate controls were buffer without enzyme for full effect and enzyme alone for no effect
Anthrax LF prot – Bacillus anthracis LF protease inhibitors, primary screen, biochemical, multiplex microsphere, MLPCN library. Lethal factor (Bacillus anthracis), P15917. multiplex microsphere protease cleavage assay. inhibition, % at 10 µM. 0.12% of 360,000 active. AID 588501, 2011; note: plate controls were buffer without enzyme for full effect and enzyme alone for no effect
Target sequence (P15917 whole entry, looked up): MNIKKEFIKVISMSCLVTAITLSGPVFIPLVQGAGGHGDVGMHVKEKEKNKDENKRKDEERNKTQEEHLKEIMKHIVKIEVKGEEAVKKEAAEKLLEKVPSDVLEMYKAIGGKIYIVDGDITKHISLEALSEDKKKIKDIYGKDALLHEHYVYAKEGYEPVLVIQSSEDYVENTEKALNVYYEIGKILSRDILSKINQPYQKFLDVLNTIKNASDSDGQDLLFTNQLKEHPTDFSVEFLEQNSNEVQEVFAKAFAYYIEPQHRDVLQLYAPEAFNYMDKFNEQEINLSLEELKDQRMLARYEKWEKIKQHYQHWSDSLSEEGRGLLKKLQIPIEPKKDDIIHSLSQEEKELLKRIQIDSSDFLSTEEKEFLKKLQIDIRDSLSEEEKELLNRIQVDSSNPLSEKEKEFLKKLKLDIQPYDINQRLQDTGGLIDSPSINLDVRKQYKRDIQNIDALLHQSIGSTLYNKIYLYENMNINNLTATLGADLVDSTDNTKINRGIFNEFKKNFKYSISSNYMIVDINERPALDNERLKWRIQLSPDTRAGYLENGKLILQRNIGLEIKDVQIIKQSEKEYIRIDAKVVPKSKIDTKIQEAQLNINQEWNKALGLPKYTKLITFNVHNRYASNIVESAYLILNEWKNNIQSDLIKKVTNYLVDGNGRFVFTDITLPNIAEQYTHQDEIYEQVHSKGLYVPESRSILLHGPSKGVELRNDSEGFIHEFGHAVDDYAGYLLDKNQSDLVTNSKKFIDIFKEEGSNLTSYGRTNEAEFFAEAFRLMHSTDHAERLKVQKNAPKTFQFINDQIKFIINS
TcdB inh – TcdB glycohydrolase inhibitors, primary screen, biochemical, single point, plate reader; Toxin B (Clostridioides difficile), P18177; TcdB glycohydrolase enzymatic assay; inhibition, % at 9.99 µM; 0.24% of 350,000 active; in the data active = inhibition above about 10%
FadD28 binding – inhibitors of FadD28 bisubstrate probe binding, primary screen, biochemical, fluorescence polarization, single point. Mycobacterium tuberculosis FadD28 fatty-acid-AMP ligase. inhibition, % at 12.5 µM. 0.22% of 360,000 active; in the data active = inhibition above about 8.5%, passing the limit was not always enough; inconclusive = no clear call, values can overlap the other calls
PrPC surface inh – inhibitors of human cell surface prion protein PrPC, primary screen, cell-based, TR-FRET | Major prion protein (Homo sapiens), P04156 | TR-FRET read-out | inhibition, % at 13.8 µM | 0.43% of 370,000 active; in the data active = inhibition above about 24%; note: 0% = median of the test wells and 100% = reference compound wells
BoNT A protease – BoNT/A light chain protease inhibitors, primary screen, biochemical, flow cytometry, MLPCN library; multiplex microsphere protease substrate cleavage; inhibition, % at 10 µM; Botulinum neurotoxin type A light chain protease (Clostridium botulinum A str. ATCC 3502); 0.17% of 360,000 active; note: plate controls were buffer without enzyme for full effect and enzyme alone for no effect
CCHFV vOTU inh – CCHFV vOTU protease inhibitors, primary screen, biochemical, Pep-AMC substrate, fluorescence | Crimean-Congo hemorrhagic fever virus L polyprotein viral ovarian tumor (vOTU) protease … | inhibition, % at 11.5 µM | 0.55% of 370,000 active | AID 651958, 2012; in the data active = inhibition above about 30%; note: 0% = vehicle wells with enzyme and 100% = no enzyme wells
The depositor's hits bear a star; ? = inconclusive; . = no result given; & = joins results of further samples. Cut-off read from the data, not from the text of the source, unless noted: active = inhibition above about 30%; inconclusive = no clear call, values can overlap the other calls; inactive = below that.

The line under a structure holds: Y pestis TopoI	PfHsp40 rescue	BoNT-F LC inh	Anthrax LF prot	TcdB inh	FadD28 binding	PrPC surface inh	BoNT A protease	CCHFV vOTU inh
- CCOC(=O)C1=C(C)OC(N)=C(C#N)C1c1cc(Cl)c(OCC(N)=O)c(OC)c1 (stereo not given)
 : -2	-1.3	-12	2	.	-3.0	4	-0.3	7
- C[C@H](CO)N1C[C@H](C)[C@@H](CN(C)Cc2ccc(Oc3ccccc3)cc2)Oc2c(NC(=O)c3ccncc3)cccc2C1=O
 : 7	0.9	3	-13	-0.1&-8.2	-10	17	0.7	13
- CC1(C(=O)NS(=O)(=O)c2cccc(F)c2)CCN1C(=O)CC1CCCCC1 (stereo not given)
 : -3	.	4	-6	0.8	-3.3	-4	-0.4	5
- COc1ccc(NC(=O)C2(C)CCCN(C(C)C)C2)cc1F (stereo not given)
 : -1	.	2	2	0.6	-2.1	-7	0.0	22
- O=[N+]([O-])c1ccccc1CS(=O)(=O)c1ccccc1
 : 4	-1.2	-10	4	1.1	0.9	-16	-0.3	4
- CN(C)c1ccc(CN(C(=O)c2ccc(Cl)c([N+](=O)[O-])c2)C2CCS(=O)(=O)C2)cc1 (stereo not given)
 : 17	0.3	-1	1	-4.0	-3.7	-3	0.7	1
- O=C(/C=C/c1cccs1)NC(=S)Nc1ccc(S(=O)(=O)Nc2ccccc2C(F)(F)F)cc1
 : 5	-1.3	-6	-2	-0.9	-2.6	8	0.0	-2
- N#Cc1cccc2c1-c1ccccc1/C2=N/NC(N)=O
 : -7	-1.7	22	-6	.	0.3	.	-2.8	.
- O=C(c1cccc(Cl)c1)N1CCCC(C(=O)N2CCCCCC2)C1 (stereo not given)
 : 6	-0.9	-3	8	.	-0.3	6	0.1	-1
- CCc1nnc(NS(=O)(=O)c2ccc(N/C=C/C(=O)c3ccc(C)cc3)cc2)s1
 : 7	0.7	-1	0	.	-3.2	1	-0.3	6
- O=C(COC(=O)CC(c1ccccc1)c1ccccc1)NCc1ccccc1
 : 4	1.0	-1	1	1.7	-1.2	-4	-0.4	1
- CCc1nnc(NC(=O)CSc2nc3cc(OC)ccc3cc2C)s1
 : 24	-0.3	-5	-3	0.6	-0.4	-4	-0.8	1
- CCc1nnc(NS(=O)(=O)c2ccccc2)s1
 : 5	-1.2	?	13	1.9	-3.6	0	0.5	-6
- CCCc1cnc(N2CCN(C(=O)c3ccccc3)CC2)nc1
 : 14	1.1	-3	17	0.1	-1.6	4	-5.0	-14
- O=C(c1cccs1)N(c1ccc(F)cc1)C1C=CS(=O)(=O)C1 (stereo not given)
 : -6	-0.7	1	2	0.9	-1.4	-4	1.0	-6
- NS(=O)(=O)c1ccc(NC(=O)COC(=O)c2cc3ccccc3oc2=O)cc1
 : -12	-0.7	-9	6	0.6	-1.5	-4	0.4	3
- COc1ccc(C)cc1NC(=O)CNc1ccc(C(C)=O)cc1
 : 2	0.2	-6	2	.	-0.5	8	-0.4	-4
- Cc1cccnc1CCNC(=O)CC1C(=O)NCCN1CC1CCCCC1 (stereo not given)
 : 1	-0.8	-2	0	0.6	-1.0	-2	-0.4	-1
- O=C(c1cnc(Cc2c[nH]c3ccccc23)c(I)c1)N1CCN(Cc2ccccc2)CC1
 : 31	.	-8	-3	0.1	-0.8	-2	-0.2	4
- O=C(CSc1nnc2ccc(-c3ccc(F)cc3)nn12)N1CCCC1
 : 2	-0.4	-10	-3	-0.1	-1.1	-19	-1.3	-2
- CC/C(=C/c1ccccc1)c1cccc2[nH]c3c(OC)cccc3c12
 : -6	-0.8	-7	3	0.3	-0.3	5	0.1	9
- CC1(C)CC(=O)C=C(C#CC2(O)CCCCC2)C1
 : 1	.	-4	-12	0.0	-0.6	-5	-0.5	13
- O=C(CCCC(=O)N1CCN(c2ccccc2F)CC1)c1ccccc1
 : 37	0.2	-7	-8	-1.4	-0.5	7	-0.7	-4
- CC(=O)Nc1ccc(Nc2nc(C(F)(F)F)nc3c2nnn3Cc2ccccc2Cl)cc1
 : 4	-0.3	-24	-4	0.2	0.2	8	0.5	12
- CC(=O)Nc1ccc(Nc2nc(C)nc3c2nnn3Cc2ccccc2Cl)cc1
 : -8	0.6	?	-5	1.7	-4.4	1	-4.1	-10
- CC(C)(C)OC(=O)N[C@@H](Cc1ccccc1)c1nnc(SCC(=O)O)o1
 : 10	-0.7	-1	12	.	-1.3	-2	0.6	-12
- Cc1cc(NC(=O)CCC(=O)N(CC(=O)NC2CCCC2)Cc2cccs2)no1
 : -11	-0.8	-5	2	.	0.0	0	0.4	3
- CCc1ccccc1NC(=O)NNC(=O)CCc1ccccc1
 : 11	-1.7	7	-4	1.1	0.0	-8	1.8	11
- CCCc1cc(=O)oc2cc(OCC(=O)NCCCn3ccnc3)c(Cl)cc12
 : 10	-0.8	14	4	2.3	-5.3	4	9.4	-15
- COc1ccc(/C=N/NC(=O)c2ccc(Cl)c(S(N)(=O)=O)c2)cc1OCC(N)=O
 : -1	2.0	-2	1	-0.5	-4.0	-8	-0.7	1

Part of the list above, tab-delimited.
molecule	Y pestis TopoI	PfHsp40 rescue	BoNT-F LC inh	Anthrax LF prot	TcdB inh	FadD28 binding	PrPC surface inh	BoNT A protease	CCHFV vOTU inh
CCc1nnc(NS(=O)(=O)c2ccc(N/C=C/C(=O)c3ccc(C)cc3)cc2)s1	7	0.7	-1	0	.	-3.2	1	-0.3	6
N#Cc1cccc2c1-c1ccccc1/C2=N/NC(N)=O	-7	-1.7	22	-6	.	0.3	.	-2.8	.

More results.
The line under a structure holds: Y pestis TopoI	PfHsp40 rescue	BoNT-F LC inh	Anthrax LF prot	TcdB inh	FadD28 binding	PrPC surface inh	BoNT A protease	CCHFV vOTU inh
- CN1CCCN(C(=O)c2ccc(Cl)cc2)CC1
 : -4	-0.5	-15	-7	-0.4	-2.1	-2	-1.7	1
- C/C=C/c1ccc(OCC(O)CN2CCCCCCC2)c(OC)c1 (stereo not given)
 : 6	-0.4	-10	-2	-1.5	-4.2	5	0.0	0
- O=C(Nc1ccc(F)c(F)c1)c1ccc(F)c(S(=O)(=O)N2CCC3(CC2)OCCO3)c1
 : -14	-1.1	1	2	2.0	-3.3	15	0.1	6
- Cc1cc(C)nc(SCc2nnc(SCC(=O)OC3CCCCC3)o2)n1
 : 25	-0.7	9	5	.	-0.2	2	0.1	-20
- CCOc1cc(/C=C2/N=C(c3ccc4c(c3)OCO4)OC2=O)ccc1OC(C)=O
 : 0	-0.8	-7	2	-0.3	-1.5	6	3.6	4
- CCOc1ccccc1C1NC(=O)NC(C)=C1C(=O)OC1CCCC1C (stereo not given)
 : 10	1.6	3	2	.	1.6	-5	-0.3	-2
- CCn1ncc(Br)c1C(=O)Nc1ccccc1OC
 : 6	0.2	-4	1	1.1	.	5	0.2	4
- CCOC(=O)c1cc(S(=O)(=O)NCc2ccco2)cn1C
 : -4	-1.9	3	0	-4.6	-1.2	10	1.7	-2
- c1ccc(-c2ccccc2OCCN2CCCC2)cc1
 : 5	-0.6	16	-9	0.3	0.2	-8	-0.7	-12
- Cn1c(SCC(=O)Nc2nnc(-c3ccccc3)o2)nnc1C1CC1
 : 17	-0.6	7	-4	-0.4	0.7	-4	1.6	-2
- COc1cc(C(=O)N2CCSCC2)ccc1OC1CCN(C(C)=O)CC1
 : -5	-0.3	-4	0	0.9	0.5	-2	0.1	-3
- O=C(CSc1nnc(NC(=O)Cc2ccc(F)cc2)s1)NCc1ccco1
 : -2	0.9	-1	3	1.0	-0.4	5	-0.2	-16
- C=CCSc1nsc(N)n1
 : -6	-0.1	0	2	.	-2.9	1	-1.0	-8
- Cc1cccc(C(=O)NCCN2CCOCC2)c1[N+](=O)[O-]
 : 1	9.4	5	-2	.	-3.6	-3	-0.2	-3
- CCNC(=O)C(C)NC(=O)C1=NN(c2ccccc2)C(=O)CC1 (stereo not given)
 : -6	-1.0	0	-2	1.1	-3.5	-1	0.3	10
- Cc1ccccc1NC(=S)NNC(=O)c1cccnc1
 : -1	-1.6	1	-2	.	-0.1	0	0.3	-11
- O=C1CCC(=O)N1OCCCOc1ccc(Br)cc1Cl
 : 8	-0.3	6	2	.	-7.6	-5	-0.5	5
- CC1CCN(S(=O)(=O)c2ccc(C(=O)Nc3nnc(C4CC4)o3)cc2)CC1
 : -3	58*	-5	0	0.6	-3.3	2	-2.2	0
- CCc1nc2c(c(=O)[nH]1)C1(CCCC1)Cc1ccccc1-2
 : 0	-0.2	-2	1	.	-0.5	5	-0.1	9
- O=c1[nH]c(CSc2nc3ccccc3[nH]2)nc2c1cnn2-c1ccccc1
 : 2	0.7	1	-2	0.9	-0.2	4	1.4	9
- CCCCOC1NC(=O)NC(=O)C1(F)C(=O)OCC (stereo not given)
 : .	.	-9	2	1.2	-0.2	-8	-0.2	-4
- C=CCn1c(SCC(=O)N(C)C2CCS(=O)(=O)C2)nnc1-c1ccncc1 (stereo not given)
 : 2	0.4	-5	-3	.	-0.9	3	-0.8	9
- CCc1c(C)nc2ncnn2c1N1CCC(C(=O)Nc2cccc(C(C)=O)c2)CC1
 : 10	1.0	5	-2	.	-3.4	-3	0.3	-3
- Cn1c(=O)c2c(SCc3cccc(C(F)(F)F)c3)nc(-c3ccco3)nc2n(C)c1=O
 : 4	0.0	2	2	.	-1.2	3	-0.3	2
- Cc1ccc(CNC(=O)CN2c3cccc4cccc(c34)S2(=O)=O)cc1
 : -9	0.5	1	6	0.8	0.7	-6	4.7	-2
- COc1ccc(CCn2c(-c3ccc(Cl)cc3)n[nH]c2=S)cc1OC
 : 7	-0.3	3	-3	0.6	-3.6	3	0.6	4
- CC12CCC(=O)N1C(C(=O)Nc1nc3ccc(S(C)(=O)=O)cc3s1)CS2 (stereo not given)
 : 12	-0.5	5	-1	0.5	-0.7	-4	1.3	-16
- O=C(Nc1ccccc1)Nc1nccs1
 : 2	-1.7	-1	-3	.	-0.4	8	1.6	-5
- COc1ccc(CC(=O)NCCc2cnc[nH]2)cc1
 : -8	-1.5	19	-2	0.5	-0.6	-1	-0.8	-1
- Cc1cc(Nc2ccc(Br)c(C)c2)n2nc(C)nc2n1
 : -5	-1.7	-6	-1	1.2	-1.4	-3	-0.9	1
- Cc1cc(N2CCCC2=O)cc(C)c1S(=O)(=O)Nc1c(C)nn(C)c1C
 : -4	1.8	-6	-1	42*	-2.5	8	0.1	15
